hcGAS inh: Primary biochemical luminescence assay for human cyclic GMP-AMP synthase inhibitors. inhibition, % at 12.5 µM. Q8N884. 290,000 compounds, 0.081% hits. recombinant h-cGAS, ATP depletion, Kinase-Glo luminescence;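 also: 0% = vehicle reaction and 100% = reaction without DNA for no activity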
Target sequence (Q8N884 whole entry, looked up): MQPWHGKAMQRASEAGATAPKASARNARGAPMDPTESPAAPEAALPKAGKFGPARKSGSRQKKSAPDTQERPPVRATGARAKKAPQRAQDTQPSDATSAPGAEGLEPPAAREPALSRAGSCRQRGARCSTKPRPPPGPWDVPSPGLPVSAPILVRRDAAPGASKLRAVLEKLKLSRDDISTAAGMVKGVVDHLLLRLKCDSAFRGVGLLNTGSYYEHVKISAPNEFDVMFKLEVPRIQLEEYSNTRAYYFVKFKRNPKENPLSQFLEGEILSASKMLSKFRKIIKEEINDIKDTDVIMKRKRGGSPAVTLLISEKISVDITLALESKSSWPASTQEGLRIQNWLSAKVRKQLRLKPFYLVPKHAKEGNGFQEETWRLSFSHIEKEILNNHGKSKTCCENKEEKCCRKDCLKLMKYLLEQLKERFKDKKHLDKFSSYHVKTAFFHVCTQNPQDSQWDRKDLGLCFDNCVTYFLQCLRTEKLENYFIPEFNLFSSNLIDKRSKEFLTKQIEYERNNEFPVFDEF
NPYLR7 agonist: agonists of mosquito NPYLR7 receptor, primary screen, cell-based, Aedes aegypti, calcium fluorescence, mosquito biting behavior. Aedes aegypti neuropeptide Y-like receptor 7 (NPYLR7). HEK293T NPYLR7/Galpha15, GCaMP6s calcium fluorescence. activation, % at 10 µM. 270,000 compounds, 0.15% hits; in the data active = activation above about 40%;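 also: 0% = vehicle and 100% = reference agonist at the receptor; some compounds past the cut are filed as inactive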
mcGAS inh: cyclic GMP-AMP synthase inhibitors, mouse, primary biochemical chemiluminescence; Q8C6L5; recombinant cGAS, Kinase-Glo ATP depletion luminescence; inhibition, % at 12.5 µM; 160,000 compounds, 0.15% hits;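 also: 0% = negative control wells and 100% = reference inhibitor with no enzyme activity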
* = called active by the depositor; nt = no result given; & = joins results of further samples. Rule as the data show it, unless noted: active = inhibition above about 40%; inactive = the rest. Hits appear at their usual frequency, and some 0.27% of all compounds hit somewhere here.

SMILES	hcGAS inh	NPYLR7 agonist	mcGAS inh
Cc1cccc(-c2nc(NC(=O)N3CCc4c([nH]c5ccccc45)C3)n[nH]2)c1	-5	1	nt
CC1=NN(c2ccccc2)C(=O)/C1=C\c1cc(C)n(-c2cc(C)cc(C)c2)c1C	-6	1	-5
O=C(NCC(c1ccc2c(c1)OCO2)N1CCN(c2ccccc2)CC1)OCc1ccccc1 (stereo not drawn)	-6	1	-9
CC1CCC2(CC1)NC(=O)N(NC(=O)c1cc3c(s1)CCCCC3)C2=O (stereo not drawn)	-5	0	nt
COCCN(Cc1ccccc1OC)CC(O)COc1ccccc1C (stereo not drawn)	-6	13	-5
CCOc1cc(C=CC(=O)c2ccc(Cl)cc2)ccc1O	-6	15	nt
Cc1ccc(-c2nn(CC(=O)N3CCCCC3)cc2Br)cc1C	-5	-1	-11
CC(=O)O[C@@H](C)C(=O)Nc1ccc2[nH]cc(CCN3CCN(c4cccc(C(F)(F)F)c4)CC3)c2c1	2	5	3
COCCCN1C(=O)CCC(C(=O)O)C1c1cccc2c1OCCO2 (stereo not drawn)	2	15	nt
CC(C)COC(=NCc1ccccn1)NC(=O)c1cccc(C(F)(F)F)c1	-10	-8	-6
CC(C)SC(NC(=O)OCc1ccccc1)C(=O)NC(c1ccc(S(C)(=O)=O)cc1)c1ccc2c(c1)CCO2 (stereo not drawn)	-2	-8	-5
CC(c1ccc(F)cc1)N(C)S(=O)(=O)Cc1ccc(Br)cc1F (stereo not drawn)	-8	-8	-17
Cc1cc(C)c(S(=O)(=O)N2CCCC2)c(C)c1	-6	12	-8
CCN1CC(COC(C)(C)C)Oc2ncccc2S1(=O)=O (stereo not drawn)	11	-2	0
O=C(Nc1ccc(Cl)cc1)c1cccc(Nc2cnc3ccccc3n2)c1	3	-2	nt
CCCCC(C(N)=O)C(N)=O	-5	10	nt
Cc1nc(Cn2ccnc2-c2ccc(N(C)C)nc2)nc2c1CCCC2	-6	0	nt
CCC(NCc1cnc(-c2ccc3ccccc3c2)nc1)c1nc(C)no1 (stereo not drawn)	2	7	nt
COc1ccc(CCN(C)C(=O)CCC(=O)c2ccc(F)cc2)cc1OC	-7	-3	-5
CC(=O)Nc1cccc2c1N(C(=O)C1CCN(S(=O)(=O)c3cc(F)ccc3F)CC1)CCC2	-2	4	nt
Cc1cnc2c(C(=O)N(C)C(C)Cc3ncccc3C)cnn2c1 (stereo not drawn)	-7	-2	-12
CCCCS(=O)(=O)N1CCC2(CC1)C(=O)N(C)C(=O)N2C	-5	-8	nt
CC1=NN(C)c2nc3c(c(=O)n(Cc4c(F)cccc4Cl)c(=O)n3C)n2C1C (stereo not drawn)	-4	4	-7
CC(C)Nc1ccc(C(=O)Nc2ccccc2Nc2ccccc2)cn1	-6	9	-5
CN(Cc1ccccc1)C(=O)C1(C)CCN1C(=O)Cc1ccc(Cl)cc1Cl (stereo not drawn)	-11	12	-5
O=C1C2C3c4ccccc4C(c4ccccc43)C2C(=O)N1c1nccs1 (stereo not drawn)	-11	4	-7
Brc1ccc(NCCc2nc(-c3ccco3)n[nH]2)nc1	-8	-3	-13
O=C(OCc1cc(-c2ccc(F)cc2F)on1)C1CC1	-4	-1	nt
CC(C)(C)Nc1c(-c2ccc(F)cc2)nc2ccc(Br)cn12	-7	17	-4
COCCN(Cc1cccn1C)C(=O)CN(CC(C)C)C(=O)Nc1cc(C(F)(F)F)cc(C(F)(F)F)c1	2	nt	-3
Cc1ncsc1CCC(=O)NCc1cccnc1N1CCOCC1	-2	1	-7
Cn1nnnc1SCSc1nnnn1C	-1	7	nt
COc1ccccc1N=C1SC(C(=O)Nc2cccc(Cl)c2)CC(=O)N1C (stereo not drawn)	5	-2	2
O=C(COC(=O)c1cccc2c1C(=O)c1ccccc1C2=O)Nc1c(F)cccc1F	2	0	-1
COCCNC(=O)c1csc(CSc2nnc(-c3ccccc3Cl)n2-c2cccc(Cl)c2)n1	-5	15	-5
CCN(CCN1C(=O)C(C)SC1c1cccc(C)c1)C(=O)c1cccs1 (stereo not drawn)	-2	1	2
COc1ccccc1C(=O)NC(Cc1ccccc1)c1nnc(SCc2ccccc2)n1-c1ccc(C)cc1 (stereo not drawn)	-4	12	-4
O=C(NC12CC3CC(CC(O)(C3)C1)C2)c1cccc2ccnn12	-4	6	nt
CN1CCC(N(C)Cc2cncc(-c3ccc(Cl)c(Cl)c3)c2)CC1	-5	5	nt
CC1CC(NC(=O)c2c(O)nc3ccccn3c2=O)CC(C)(C)C1 (stereo not drawn)	-6	-1	-8
COc1cccc(-n2c(=O)[nH]c3c(C(N)=O)nc(-c4cccnc4)nc32)c1	-7	10	nt
O=C(NC1CCCC1)c1cc2c(=O)n3ccccc3nc2s1	-2	8	nt
COc1ccccc1N1CCN(C(=O)CC(c2cccc(C(F)(F)F)c2)c2c[nH]c3ccccc23)CC1 (stereo not drawn)	-4	nt	-9
CC(c1ccc(Cl)cc1Cl)N(C)C(=O)/C=C/c1cccnc1 (stereo not drawn)	7	-3	nt
O=C(c1cc(COc2cccc3cccnc23)on1)N1CCC[C@H]1CO	-11	-1	-5

Grouped by structure: those above with a Cl atom
SMILES	hcGAS inh	NPYLR7 agonist	mcGAS inh
CCOc1cc(C=CC(=O)c2ccc(Cl)cc2)ccc1O	-6	15	nt
O=C(Nc1ccc(Cl)cc1)c1cccc(Nc2cnc3ccccc3n2)c1	3	-2	nt
CC1=NN(C)c2nc3c(c(=O)n(Cc4c(F)cccc4Cl)c(=O)n3C)n2C1C (stereo not drawn)	-4	4	-7
CN(Cc1ccccc1)C(=O)C1(C)CCN1C(=O)Cc1ccc(Cl)cc1Cl (stereo not drawn)	-11	12	-5
COc1ccccc1N=C1SC(C(=O)Nc2cccc(Cl)c2)CC(=O)N1C (stereo not drawn)	5	-2	2
COCCNC(=O)c1csc(CSc2nnc(-c3ccccc3Cl)n2-c2cccc(Cl)c2)n1	-5	15	-5
CN1CCC(N(C)Cc2cncc(-c3ccc(Cl)c(Cl)c3)c2)CC1	-5	5	nt
CC(c1ccc(Cl)cc1Cl)N(C)C(=O)/C=C/c1cccnc1 (stereo not drawn)	7	-3	nt

(cont.)
SMILES	hcGAS inh	NPYLR7 agonist	mcGAS inh
COC(=O)C1(NCc2ncc(-c3ccc(OC)cc3)o2)CCCC1	3	2	nt
COc1ccc(NC(=O)CCC2CCN(Cc3ccc(F)cc3F)CC2)c(OC)c1	-5	10	nt
COCCCn1c(C)cn2c3c(=O)n(CCc4ccccc4)c(=O)n(C)c3nc12	2	-1	nt
Cc1ccc(S(=O)(=O)N(Cc2csc(COc3ccccc3C(C)C)n2)C2CC2)cc1	-6	10	-6
Cc1cn2c3c(=O)n(Cc4ccccc4Cl)c(=O)n(C)c3nc2n1CCOCCO	-8	4	nt
CCOC(=O)C1(Cc2cccc(Cl)c2)CCCN(C(=O)CN2CCCC2=O)C1 (stereo not drawn)	-2	7	nt
O=C(CCCc1cn(S(=O)(=O)c2cccs2)c2ccccc12)N1CCc2c([nH]c3ccccc23)C1	-7	-7	nt
COc1ccc(-c2cc(C(=O)NC(C)C(C)C)n3nc(-c4ccccc4)cc3n2)cc1 (stereo not drawn)	-7	4	-10
CCc1ccc(-n2nc(C(=O)O)c3c2CCC3)cc1	-2	16	nt
CCOC(=O)[C@@H]1CN(C(=O)c2ccc3c(c2)OCCCO3)[C@H]2c3cccc(C)c3O[C@@H]12	-2	0	-6
Cc1cc(C)c(OCCNC(=O)CCn2c(C)cc(C)nc2=O)c(C)c1	-2	2	0
Cc1nn2cnnc2c(C)c1CCC(=O)NCCCN(C)C1CCCCC1	-8	nt	-4
COCCNC(=O)C(NC(=O)c1cccc(C)c1)C1CCN(C(=O)c2ccco2)CC1 (stereo not drawn)	-3	4	-6
COC(=O)c1ccc(CSCc2ccc(C(=O)OC)o2)o1	-3	-2	nt
CCCc1[nH]n(-c2cccc(Cl)c2)c(=O)c1/C=C1\NC(=O)N(Cc2ccc(C#N)cc2)C1=O	-6	15	-8

Quoted at random: 3 compounds from above
SMILES	hcGAS inh	NPYLR7 agonist	mcGAS inh
CCc1ccc(-n2nc(C(=O)O)c3c2CCC3)cc1	-2	16	nt
COC(=O)C1(NCc2ncc(-c3ccc(OC)cc3)o2)CCCC1	3	2	nt
Cc1cc(C)c(OCCNC(=O)CCn2c(C)cc(C)nc2=O)c(C)c1	-2	2	0

More structures
SMILES	hcGAS inh	NPYLR7 agonist	mcGAS inh
COc1ccc(-c2n[nH]c(=S)o2)cc1	1&4	-6&-1	nt
O=C(COC(=O)C12CC3CC(CC(Br)(C3)C1)C2)N1CCN(C(=O)c2ccco2)CC1	-5	6	-7
O=c1[nH]c(=O)n([C@H]2C[C@H](O)[C@@H](CO)O2)cc1I	-2	1	-6
CCCc1c(C(=O)NCCO)nnn1-c1ccccc1	-1	-1	0
CN(Cc1cccc(Cl)c1)C(=O)CSc1ccc(S(=O)(=O)N2CCCCCC2)cn1	-6	2	nt
Cc1ccc(S(=O)(=O)NCc2nc(C)c(C)s2)cc1N(C)C	-2	-22	nt
OC1CCN(c2ccnc(N3CCN(C/C=C/c4ccccc4)CC3)n2)CC1	-8	26	-17
O=C(CCOc1ccccc1)N(Cc1cccnc1)c1nc2c(Cl)cccc2s1	0	-22	-1
O=C(O)CCC(=O)Nc1sc2c(c1C(=O)Nc1ccc(Cl)cc1)CCCC2	-9	4	-5
C=CCn1c(SCCCCCCC)nc2c1c(=O)n(C)c(=O)n2C	-4	2	-8
Cc1ccsc1CN(Cc1ccccc1)C(=O)CN(CC(C)C)C(=O)C(Cl)Cl	-3	-7	-5
O=C1OCCN1c1ccccc1NS(=O)(=O)c1ccc2c(c1)CCO2	-19	6	nt
Cc1ccc(S(=O)(=O)NCCc2nnc3ccc(SCC(=O)NCc4ccccc4)nn23)cc1	-3	-8	-5
Cc1cc(C)cc(CSCC(=O)N2CCCC3(CNC(=O)O3)C2)c1 (stereo not drawn)	-4	7	nt
Cn1cnn(CN2CCN(Cc3csc(-c4ccsc4)n3)CC2)c1=S	0	4	nt
Cc1nc(SCc2cccc(C(=O)NCC3CCCO3)c2)nc(N2CCN(C/C=C/c3ccccc3)CC2)c1C (stereo not drawn)	5	4	-2
CCn1nc(C)c(CCN(C)C(=O)NCC2CCCO2)c1C (stereo not drawn)	-10	nt	-7
COCCCN1CC2=C(C1=O)C(c1cc(OC)ccc1OC)NC(=O)N2C (stereo not drawn)	-9	nt	-7
CCCC(Sc1nnc(C)n1-c1cccc(Cl)c1)C(=O)OCC (stereo not drawn)	-2	0	-2
CC(C)NC(=O)C1(N2Cc3ccc(-c4cccnc4)nc3C2=O)CC1	1	-10	-2
C=CCN(CC(O)COC(=O)CCC)CC1CC(c2ccccc2)=NO1 (stereo not drawn)	-1	nt	-8
COCCn1cc(NC(=O)N(CCC(F)(F)F)C2CCCC2)cn1	-6	9	nt
NC(N)=N[C@@H](CCC(=O)O)C(=O)O	-3	-2	-4
CN(Cc1ccccn1)C(=O)c1cc(=O)n(C)c2ccccc12	7	3	nt
COc1ccc(-c2nccc(C(F)(F)F)n2)cn1	-7	2	nt
CCCCCCCCC(=O)Nc1c(-c2ccc(C)cc2)nc2ccccn12	-8	-1	-9
Cc1cccnc1C(NC(=O)C1CCN(Cc2ccccc2F)CC1)c1ccc(Cl)cc1 (stereo not drawn)	0	-5	-2
Cc1nc2c(c(N3CCCC3)n1)CN(C(=O)NC13CC4CC(CC(C4)C1)C3)CC2	-2	-1	-5
O=C(NC12CC3CC(CC(C3)C1)C2)c1ccc(-n2cccn2)cc1	3	-1	nt
Cc1c(Cl)cccc1Nc1ccccc1C(=O)O	19&0	-21&-4	-2
c1ccc2c(c1)CCN(C1CCCN(Cc3ccc4c(c3)OCCO4)C1)C2 (stereo not drawn)	-11	6	-11
C[C@H](c1ccc(F)cc1)n1c(CCn2cccn2)n[nH]c1=O	-7	13	nt
CCOC(=O)N1CCN(C(=O)CC2(c3ccccc3F)CC(=O)N(CCOC)C2=O)CC1 (stereo not drawn)	-1	-2	-21
O=C(Cn1c(-c2ccoc2)nc(-c2ccccc2)c1-c1ccccc1)NCCc1cnc[nH]1	2	2	nt
C=Cc1ccc(S(=O)(=O)N2CC(=O)N3CCc4cc(OC)c(OC)cc4C3C2)cc1 (stereo not drawn)	-6	-3	-6
O=S(=O)(NC1CCN(S(=O)(=O)c2cc(Cl)ccc2Cl)CC1)c1ccccc1	-2	5	-6
CCc1ccc(C(O)CSc2n[nH]c(C3CC3)n2)cc1 (stereo not drawn)	4	13	nt
CSc1ccc(CN(C)C(=O)COc2ccc3ccc(=O)oc3c2)cc1	7	-2	nt
CC12CCC(CC1=NN=C1NC(=O)C(=CC(O)c3ccc(F)cc3)S1)C2(C)C (stereo not drawn)	-4	11	nt
Brc1cncc(NCCOCC2CCCO2)c1 (stereo not drawn)	-10	5	nt
CCOc1ccc(N2C(=O)CSC2c2cccc(NC(=O)CCc3ccccc3)c2)cc1 (stereo not drawn)	-6	11	-5
CC(=O)c1ccc(-n2c(C)cn(CCC#N)c2=O)cc1	-5	8	nt
COc1ccc2c(NCc3ccc(C)cc3)c(C#N)cnc2c1	-5	-2	-6
COc1ccc(C)cc1CCNC(=O)Cn1c(-c2ccc(C)cc2)csc1=O	-6	1	-8
Cc1ccccc1CCN1CCCC(CN(C)C(=O)/C=C/c2cccs2)C1 (stereo not drawn)	-7	nt	-11
c1cc[n+](Cc2ccc(C[n+]3ccccc3)c3nsnc23)cc1	-4	13	-7
CC(=O)NCCn1ncc2c(N3CC(C)OC(C)C3)ncnc21 (stereo not drawn)	-7	-4	-3
COc1cccc(-c2cc(C(=O)N3CCN(S(=O)(=O)c4ccc(F)cc4)CC3)c(C)n2-c2ccccc2)c1	-3	11	-5

Assay outcomes deposited in PubChem by Fisher Drug Discovery Resource Center.
